# TDP-43 yeast inh: qHTS of TDP-43 Inhibitors; TDP-43 expressing yeast growth rescue, BacTiter-Glo, 24 h; Potency, µM (top dose mostly 46.1 µM), for the others: top-dose growth rescue (activation), usual class: activators; actives 1.8% (n = 410,000); AID 652104, 2013; further: potency means the concentration at half of the fitted maximal effect; % of control where 0% means no effect; nearly all actives have a fitted effect of over 50% in size
#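 Luminescence from BacTiter-Glo reports growth of TDP-43-expressing yeast after 24 hr at 30 deg C with compound. Cells were raffinose-pregrown to mid-log, then seeded in galactose medium at OD600=0.02.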
# EPAC2 antagonist: qHTS for Antagonist of cAMP-regulated guanine nucleotide exchange factor 2 (EPAC2): primary screen; Potency, µM (top dose mostly 114 µM), without a hit: at the highest dose activity, negative = inhibition, most hits filed as inhibitors; AID 720708, 2013; Rap guanine nucleotide exchange factor 4 (Homo sapiens), Q8WZA2; EPAC2 GEF exchange of Rap1B-BODIPY-GDP, fluorescence; actives 0.18% (n = 360,000); further: potency means the concentration at half of the fitted maximal effect; on the % scale 0 is the no-effect control and ±100 the full control effect; nearly all actives have a fitted effect of over 45% in size; many of its hits are not listed in these tables
# Target sequence (Q8WZA2 whole entry, looked up): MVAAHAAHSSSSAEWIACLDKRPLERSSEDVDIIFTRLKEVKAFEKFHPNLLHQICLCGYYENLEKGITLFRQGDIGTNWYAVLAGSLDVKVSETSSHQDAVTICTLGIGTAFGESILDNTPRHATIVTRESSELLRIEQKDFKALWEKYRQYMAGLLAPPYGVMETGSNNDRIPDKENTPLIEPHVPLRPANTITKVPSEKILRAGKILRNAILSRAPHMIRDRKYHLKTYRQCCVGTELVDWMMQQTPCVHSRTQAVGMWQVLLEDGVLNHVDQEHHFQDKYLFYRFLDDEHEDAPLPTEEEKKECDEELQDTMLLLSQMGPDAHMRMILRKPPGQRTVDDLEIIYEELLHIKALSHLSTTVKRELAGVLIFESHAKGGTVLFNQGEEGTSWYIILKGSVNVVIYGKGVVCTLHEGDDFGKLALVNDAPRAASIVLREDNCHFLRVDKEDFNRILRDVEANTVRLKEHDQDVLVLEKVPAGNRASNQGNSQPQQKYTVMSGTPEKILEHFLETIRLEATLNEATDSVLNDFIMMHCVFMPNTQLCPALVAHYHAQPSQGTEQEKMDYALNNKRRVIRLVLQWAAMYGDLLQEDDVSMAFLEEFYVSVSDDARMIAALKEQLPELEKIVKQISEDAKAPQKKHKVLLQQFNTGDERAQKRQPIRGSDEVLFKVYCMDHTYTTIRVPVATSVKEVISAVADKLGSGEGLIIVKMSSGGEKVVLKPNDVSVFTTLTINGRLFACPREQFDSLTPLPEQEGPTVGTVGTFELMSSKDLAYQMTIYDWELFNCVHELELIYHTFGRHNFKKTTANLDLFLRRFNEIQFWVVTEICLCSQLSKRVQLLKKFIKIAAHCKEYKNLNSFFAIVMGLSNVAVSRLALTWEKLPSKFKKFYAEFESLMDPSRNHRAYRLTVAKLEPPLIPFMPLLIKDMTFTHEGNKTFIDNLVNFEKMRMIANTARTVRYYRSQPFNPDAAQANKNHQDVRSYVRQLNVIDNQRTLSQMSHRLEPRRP
# D3 antag: qHTS of D3 Dopamine Receptor Antagonist: qHTS. max response, negative = inhibition, %. D3R cells, DiscoveRx beta-arrestin luminescence, antagonist mode; active compounds read low. D(3) dopamine receptor (Homo sapiens), P35462. actives 2.5% (n = 360,000); in the data active means max response below about -50%; inconclusive means no clear call, values can overlap the other calls; further: on the % scale 0 is the no-effect control and ±100 the full control effect; mostly tested at two doses, the higher about 12 µM
#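 Cells plated overnight at 1500 cells/well, then exposed to library compounds with dopamine controls for 90 minutes at 37 degrees C. DiscoveRx reagent added for 30–60 minutes at room temperature; luminescence read, quantitative HTS format.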
# EPAC2 ag: qHTS for Agonist of cAMP-regulated guanine nucleotide exchange factor 4 (EPAC2): primary screen. AID 720711, 2013. Rap guanine nucleotide exchange factor 4 (Homo sapiens), Q8WZA2. EPAC2 activation, biochemical qHTS; response scale: 100% = 6.5 mM cAMP response. actives 0.079% (n = 360,000). Potency, µM (doses to about 154 µM), inactives show at the highest dose activation, actives largely listed as activators; further: potency means the concentration at half of the fitted maximal effect; nearly all actives have a fitted effect of over 50% in size
#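 Readout is BODIPY fluorescence (480 nm excitation, 540 nm emission), which falls as labeled GDP is exchanged off Rap1B. EPAC2 at 100 nM acted on 250 nM RAP1B-BODIPY-GDP with 50 uM GDP present.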
# DRD3 agonist: qHTS of D3 Dopamine Receptor Agonist: qHTS; D(3) dopamine receptor (Homo sapiens), P35462; D3R DiscoveRx beta-arrestin cells, luminescence, 90 min; max activation, %; actives 0.58% (n = 410,000); AID 652048, 2013; in the data active means max activation above about 30%; further: 0% is about no effect; mostly tested at two doses, the higher about 12 µM
#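 Agonist-mode cell screen: cells plated at 1500/well and incubated overnight at 37 °C, then exposed to library compounds for 90 min at 37 °C. Detection reagent was added for 30–60 min at room temperature, and luminescence was read.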
# Abeta yeast res: qHTS for compounds that reverse cellular toxicity of Amyloid beta (A-beta) peptide in yeast: Primary Screen; yeast expressing A-beta42, growth rescue, OD600, 48 h; response scale: 0% DMSO, 100% iron-clioquinol control; Potency, µM (highest dose often 46.1 µM), for inactives: top-dose growth rescue, hits mostly activators; actives 0.063% (n = 410,000); further: potency means the concentration at half of the fitted maximal effect; nearly all actives have a fitted effect of over 55% in size
#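 Yeast growth medium received pinned compounds, then yeast cells expressing toxic A-beta were added; plates incubated at 30 C for 48 hr. Growth read as absorbance at 600 nm, normalized to DMSO and equimolar FeCl3 plus clioquinol controls.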
# FUS yeast rescue: qHTS for Suppressors of FUS Proteinopathy: Primary screen using FUS-linked yeast assay. S. cerevisiae FUS-expressing, growth rescue, OD600, 24 h. Potency, µM (series often up to 76.6 µM), for inactives: at the top dose growth rescue (activation), most hits filed as activators. actives 0.24% (n = 390,000). AID 1347120, 2019;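 further: potency means the concentration at half of the fitted maximal effect; plate controls were DMSO vehicle for no effect and reference control for full effect; nearly all actives have a fitted effect of over 55% in size; some results filed as inactive show a strong effect at the top dose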
#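 Yeast FUS proteinopathy model; galactose-induced FUS (2%), starting OD 0.005. Cpds in dilution series, 24hr, 30C, 99% humidity. Abs 600 nm growth. Pos ctrl CP55940 (top 92uM final); neg ctrl DMSO.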
# aSyn rescue: qHTS of alpha-syn Inhibitors. Yeast expressing alpha-synuclein, growth rescue, BacTiter-Glo, 24 h. Potency, µM (doses to about 46.1 µM), for the others: top-dose growth rescue (activation), usual class: activators. actives 0.14% (n = 370,000). AID 652106, 2013; further: potency means the concentration at half of the fitted maximal effect; % of control where 0% means no effect; nearly all actives have a fitted effect of over 65% in size
#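 Screening used galactose-induced yeast with toxic alpha-synuclein levels, exposed to compound for 24 hr at 30 deg C. Cell growth, read with BacTiter-Glo luminescence, gave the measured signal.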
# Numbers without * were called inactive; ? = inconclusive; . = no result given; & = joins results of further samples; [ ] = dose if it differs, or a comment. Unless noted, the call rests on the fitted dose curve; in most records, active means well fitted curve in the direction sought with a large enough effect; inconclusive means small, poorly fitted or top-dose-only effect, or another doubt; inactive means no such curve, though single readings can be large; an effect the other way counts as inactive or inconclusive.
SMILES,TDP-43 yeast inh,EPAC2 antagonist,D3 antag,EPAC2 ag,DRD3 agonist,Abeta yeast res,FUS yeast rescue,aSyn rescue
CC(=O)c1c(N2CCOCC2)nc2ccc(Cl)cc2c1-c1ccccc1,?,-7%,12,15%,22,-43%[inhibitor],31%,7%
Cc1ccc(C)c(NC(=S)NCCSc2ccc(Cl)cc2)c1,21%,6%,0,12%,-7,-5%,.,-5%
Cc1nc2sc3c(O)cc(=O)[nH]c3c2c(C)c1C,-15%,-2%,21,6%,-8,-9%,7%,-1%
CC1(C)Cc2cccc(OCC(=O)N3CCN(c4ccc(F)cc4)CC3)c2O1,?,5%,-10,3%,4,2%,7%,18%
CCOC(=O)c1cccc(NC(=S)NC(=O)c2cccnc2)c1,?,-20%,-20,2%,-4,26%,9%,-2%
Cc1noc(C)c1COc1ccc(C(=O)NCc2cccs2)cc1,6%,-24%,4,2%,1,-4%,-4%,6%
COc1cc(C(CC(=O)Nc2cccc(C(C)=O)c2)N2Cc3ccccc3C2=O)cc(OC)c1OC (stereo unspecified),0%,.,.,.,-4,-11%,22%,-1%
Cc1ccc(NC(=O)NCCc2c(C)nn(C)c2C)cc1Cl,16%,.,.,.,-8,4%,15%,.
COc1cc(OC)c(NS(=O)(=O)c2cc(-c3cnc(C4CC4)o3)ccc2C)cc1Cl,6%,.,.,.,-14,-15%,-1%,.
COc1ccc(OC)c(NC(=O)c2ccc(-c3nc(COc4ccccc4)c(C)o3)cc2)c1,-12%,.,.,.,2,-17%,13%,.
Cc1ccc(O)c(-c2cc3ccccc3[nH]2)c1,3.2µM*,-5%[57.1 µM],15,10%,6,-91%[inhibitor],3%,-5%
O=C(Nc1ccccc1N1CCOCC1)c1ccc2c(c1)C(=O)N(Cc1ccncc1)C2=O,-13%,-2%,1,10%,-7,-8%,45%,-1%
O=C(Cc1ccccc1)NCCS(=O)(=O)N1CCN(c2ccccc2)CC1,-6%,-3%,-16,-5%,3,8%,9%,6%
Cc1nnc(NC(=O)COc2ccccc2)s1,-13%,11%,17,-1%,-5,1%,5%,19%
CC1(C(=O)O)CCN1C(=O)c1ccccc1F (stereo unspecified),22%,-6%,24,5%,2,4%,-17%,1%
COc1cccc(Oc2cnc(N)nc2-c2ccc(OC)cc2O)c1,10µM*,-2%,-4,9%,-4,0%,38%,2%
CCCCCOC(=O)c1ccc(OC(=O)c2sc3ncn(Cc4cccc(F)c4)c(=O)c3c2C)cc1,1%,.,.,.,12,-4%,22%,.
CCN1CCCC1CNC(=O)Cn1cc(C)c(=O)[nH]c1=O (stereo unspecified),-5%,7%,-2,4%,3,2%,-26%,-1%
CCn1c2ccccc2c2cc(NC(=O)CSc3nnc(-c4cccc(Cl)c4)o3)ccc21,?,0%,14,8%,-2,6%,.,1%
CCc1nc2ccc(C(=O)NC3CCC(C)CC3)cc2nc1CC (stereo unspecified),?,-6%,-4,-5%,-2,-8%,1%,-8%
ONC(=Nc1cccc(C(F)(F)F)c1)c1cccnc1,-2%,1%,-63*,4%,-2,-40%[inhibitor],-13%,-7%
O=C(NC1CCN(C(=O)Nc2ccc(F)cc2)CC1)c1ccccc1F,-13%,-2%,1,3%,-1,-10%,-20%,5%
CCNC(=O)N(C)c1c(CC)nc2ccc(C(=O)Nc3cccc(OCC(=O)N(C)C)c3)cn12,6%,-1%,?,3%,2,-16%,-2%,-2%
C=CCNC(=O)CC(=O)N/N=C/c1ccccc1F,-5%,5%,-18,6%,0,-9%,-25%,-1%
COc1cc(C(O)P(=O)(OC(C)C)OC(C)C)cc(OC)c1OC (stereo unspecified),-14%,0%,-3,7%,-5,-15%,29%,-8%
C=CCNC(=O)C1CC(=O)N(c2ccc(OCC(=O)Nc3c(C)cccc3C)cc2)C1 (stereo unspecified),7%,11%,4,8%,-3,6%,-6%,0%
CCOC(=O)N1CCN(c2nc3ccccc3n3cnnc23)CC1,14%,-11%,5,5%,1,-17%,-9%,3%
Cn1nnc(NC(=O)c2ccc3ccccc3c2)n1,1%,-4%,-10,4%,0,-14%,-6%,3%
N#Cc1cc(-c2ccccc2)cn(Cc2c(Cl)cccc2Cl)c1=O,-21%,13%,-16,4%,-1,-21%,5%,4%
CSC(=NC#N)N1CCN(c2ccccn2)CC1,18%,7%,10,0%,3,-3%,-16%,0%
NC(N)=N/N=C/c1ccccc1Cl,1%,3%,3,3%,-5,9%,0%,4%
COc1ccc2nc(C)cc(Nc3ccc(N4CCOCC4)cc3)c2c1,-23%,-2%,-21,8%,-8,-11%,-15%,-2%
N#C/C(=C/c1ccc([N+](=O)[O-])cc1)C(N)=O,-1%,-8%,-13,8%,0,4%,15%,-1%
CC1CN(S(=O)(=O)c2cc(C(=O)N3CCCCC3C)ccc2Cl)CC(C)O1 (stereo unspecified),-2%,-8%,-22,14%,-8,-20%,20%,-2%[1.84 µM]
CCN(Cc1ccccc1)C(=O)Cn1c(=O)oc2ccccc21,7%,0%,-18,17%,0,-3%,4%,1%
CC(c1ccncn1)N(C)C(=O)c1ccc2oc(Cc3ccccc3)nc2c1 (stereo unspecified),19%,-1%,-5,2%,2,5%,9%,0%
O=C(Nc1ccc2c(c1)OCCO2)C1CCN(S(=O)(=O)c2ccc(Br)s2)CC1,?,-3%,-3,15%,-4,22%,-3%,5%
Cc1cc(SCC(=O)NCc2ccccc2)nc(=O)[nH]1,25%,.,.,.,6,2%,-6%,.
Cc1cc(NC(=O)CCCN2C(=O)/C(=C/c3ccccc3Cl)SC2=S)no1,12%,5%,-22,5%,-8,-10%,.,-1%
COC(=O)C1=C(C)NC(C)=C(C(=O)OC)C1c1ccccc1[N+](=O)[O-],-19%,-4%,-105*,7%,-83&-8,-49%,-16%,10%&-6%&1%&2%

# Only aSyn rescue, Abeta yeast res and DRD3 agonist, for some of the entries so far:
SMILES	aSyn rescue	Abeta yeast res	DRD3 agonist
N#Cc1cc(-c2ccccc2)cn(Cc2c(Cl)cccc2Cl)c1=O	4%	-21%	-1
CSC(=NC#N)N1CCN(c2ccccn2)CC1	0%	-3%	3
NC(N)=N/N=C/c1ccccc1Cl	4%	9%	-5

# Next compounds:
SMILES,TDP-43 yeast inh,EPAC2 antagonist,D3 antag,EPAC2 ag,DRD3 agonist,Abeta yeast res,FUS yeast rescue,aSyn rescue
COCc1c(Br)c(C)nc(OCC(=O)N/N=C/c2ccc(C)o2)c1C#N,18%,-3%,13,4%,18,8%,-16%,1%
O=C(c1ccc2c(c1)N(Cc1ccccc1F)C(=O)c1ccccc1S2(=O)=O)N1CCCCC1,9%,.,.,.,-6,2%,23%,.
COc1ccc(N2C(=O)c3ccccc3NC(=O)C2C(=O)NCCc2ccccc2F)cc1 (stereo unspecified),15%,1%,11,5%,8,1%,-2%,4%
O=C(Nc1cccnc1)C1Cc2c(-c3ccc4c(c3)OCO4)ccnc2O1 (stereo unspecified),-49%[inhibitor],-2%,-17,-13%,-10,-18%,24%,-3%
Cc1ccc(S(=O)(=O)N(C)c2ccc(C(=O)NCCc3ccccc3)cc2)cc1,19%,-4%,-19,1%,-15,0%,.,8%
Cc1ccc(NC(=O)CC2C(=O)NCCN2C(=S)Nc2ccccc2)c(C)c1 (stereo unspecified),0%,9%,5,0%,1,11%,.,-1%
Cc1cc(CSC(=N)N)c(CSC(=N)N)cc1C,9%,10%,-21,6%,-4,3%,9%,1%
CCc1noc(C)c1C(=O)N(C)CC(=O)Nc1ccc(Cl)c(Cl)c1,-2%,8%,-12,-9%,-2,23%,-10%,8%
COc1ccc(Cl)cc1NC(=O)C1CC(c2ccccc2Cl)=NO1 (stereo unspecified),9%,0%,0,1%,-4,-2%,-26%,-2%
Cc1ccc(C(=O)NCCNc2ccc(Cl)cc2[N+](=O)[O-])o1,?,0%,0,-2%,-21,-15%,5%,-1%
CCc1ccc(N2CC(C(=O)N3CCCCCC3)CC2=O)cc1 (stereo unspecified),-4%,-2%,5,-4%,4,3%,4%,-6%
CN1CCC(C)(C(=O)Nc2ccc3c(c2)OCCO3)C1 (stereo unspecified),18%,-1%,18,9%,0,17%,-3%,?
CCCCCC/C(C=O)=C\c1ccccc1,19%,-23%,17,1%,8,-17%,-49%,11%
O=C(O)c1ccc(NS(=O)(=O)/C=C/c2ccccc2)cc1,2%,16%,37,11%,-20,-15%,6%,-3%
C=CCn1c(N)c(C(=O)Nc2ccccc2OC)sc1=S,?,-1%,-17,5%,5,4%,-20%,2%
COc1ccc(S(=O)(=O)N(CC(=O)N2CCN(c3ccccc3)CC2)c2ccccc2)cc1,-5%,14%,39,13%,1,2%,1%,.
CCOC(=O)C1CCCCN1C(=O)CCc1c(C)nc2cc(-c3ccccc3)nn2c1C (stereo unspecified),?,1%,6,-10%,3,13%,12%,3%
CCOc1cc(/C=C2\C(=O)N(Cc3ccco3)C(C)=C2C(=O)OC)ccc1O,-1%[1.82 µM],-2%,?,-1%,3,20%,22%,0%
Cc1cccc(N2CCN(C(=O)Cc3c(C(=O)O)[nH]c4ccc(Cl)cc34)CC2)c1C,?,-3%,-10,-8%,-10,8%,?,6%
CC(C)c1cc(O)c(-c2ccccc2)c(=O)n1-c1ccc(Cl)cc1,-8%,2%,3,12%,2,2%,-6%,-1%
CSC1=NCCN1C(=O)C(C)Oc1ccccc1 (stereo unspecified),-8%,-6%,20,4%,1,1%,-20%,-2%
Cc1nnc(SCC(=O)NC2CCCc3c2cnn3-c2ccccc2F)o1 (stereo unspecified),4%,-1%,1,7%,3,2%,13%,-4%

# Assay outcomes: PubChem BioAssay, National Center for Advancing Translational Sciences (NCATS)

# Not all compounds are listed; the hit share may differ from the screen's.
